S aureus QS inh – S. aureus quorum sensing inhibition | 24,000 compounds, 0.3% hits | inhibition, % at 2 µM | AID 527 | S. aureus RN6390 RNAIII-GFP reporter, AIP-induced, flow cytometry 3 h;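 active = share of bacteria positive for the green fluorescent reporter and its mean brightness both inhibited by 50% or more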;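 note: 0% = AIP-stimulated control and 100% = unstimulated bacteria without AIP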
S aureus QS inh GFP MFI % – second read-out of S aureus QS inh, no call of its own (marks repeat the call); inhibition, %; measured here: inhibition of GFP MFI
Active calls of the source: *. Only part of the results is shown; count on the stated rates, not on these rows.

The first 4 records, ahead of the listing:
SMILES | S aureus QS inh | S aureus QS inh GFP MFI %
Cc1ccc(CNC(=O)c2oc3ccc(S(=O)(=O)N4CCC5(CC4)OCCO5)cc3c2C)cc1 | -4.6 | -7.5
CCOC(=O)N1CCC(N(CCCOC)C(=O)Nc2ccc(CC)cc2)CC1 | -1.4 | 0.6
COc1ccc2nc3sc(C(=O)N4CCN(C)CC4)cc3cc2c1 | -1.2 | -20.1
CCCS(=O)(=O)N1CCCC(C(=O)NC(C)c2ccc3c(c2)OCCO3)C1 (configuration not stated) | -0.7 | 0.6

This part in full, previewed entries included:
SMILES | S aureus QS inh | S aureus QS inh GFP MFI %
Cc1ccc(CNC(=O)c2oc3ccc(S(=O)(=O)N4CCC5(CC4)OCCO5)cc3c2C)cc1 | -4.6 | -7.5
CCOC(=O)N1CCC(N(CCCOC)C(=O)Nc2ccc(CC)cc2)CC1 | -1.4 | 0.6
COc1ccc2nc3sc(C(=O)N4CCN(C)CC4)cc3cc2c1 | -1.2 | -20.1
CCCS(=O)(=O)N1CCCC(C(=O)NC(C)c2ccc3c(c2)OCCO3)C1 (configuration not stated) | -0.7 | 0.6
O=C(NCc1ccc2c(c1)OCO2)C1CCCN(S(=O)(=O)c2cccnc2)C1 (configuration not stated) | -0.4 | 3.2
CCCC(=O)N(c1ccc2oc(=O)sc2c1)S(=O)(=O)c1ccccc1 | 2.1 | 1.9
COc1ccccc1NC(=O)c1nnn(CC(=O)Nc2cccc(SC)c2)c1N | 9.1 | 15.4
O=C(c1ccccc1)c1cccn1CC(=O)N1CCN(c2ccc(F)cc2)CC1 | -1.6 | -1.8
CC(=O)N1CCc2cc(S(=O)(=O)NC(C(=O)Nc3ccc4c(c3)OCCO4)C(C)C)ccc21 (configuration not stated) | 1.9 | 6.4
COc1ccc(CNC(=O)C2CCCN(S(=O)(=O)c3cnc[nH]3)C2)cc1 (configuration not stated) | 1.5 | 7.8
Nn1c(SCC(=O)Nc2ccc3c(c2)OCCO3)nnc1-c1ccccn1 | -3.4 | -5.2
O=C(Cc1ccc(S(=O)(=O)N2CCCC2)s1)Nc1nc2c(s1)CCCC2 | -0.7 | -15.0
CC(=O)c1ccc(Oc2cc(C)nc(-n3nc(C)cc3C)n2)cc1 | -0.5 | -8.9
CCOc1ccc(N(CC(=O)N2CCN(c3ccccc3)CC2)S(=O)(=O)c2c(C)noc2C)cc1 | -0.4 | -14.0
CC1=C(C(N)=O)C(c2ccccc2)n2nc(-c3ccncc3)nc2N1 (configuration not stated) | -9.1 | -6.2
O=C(CNC(=O)c1ccccc1)NC1(C(=O)NC2CCCC2)CCCCC1 | -0.6 | -1.2
COc1ccc(N2CCN(C(CNC(=O)C3CCCCC3)c3cccnc3)CC2)cc1 (configuration not stated) | 9.5 | 23.9
COc1cccc(NC(=O)Nc2cccs2)c1 | 5.0 | 16.2
COc1cccc(CNC(=O)CCNS(=O)(=O)c2cccs2)c1 | 0.5 | -1.3
COc1ccc(N2CSC3=C(C#N)C(c4ccc(OC)c(OC)c4)CC(=O)N3C2)c(OC)c1 (configuration not stated) | 0.4 | -1.0
COC(=O)c1c(C)oc(C)c(C(=O)OC)c1=O | -1.8 | 11.4
COc1ccc(-c2nc3ncccn3c2Nc2ccc3c(c2)OCCO3)cc1 | -1.0 | -66.0
Cc1cc(C)cc(N2C(=O)C3C4C=CC(C4)C3C2=O)c1 (configuration not stated) | 2.9 | 10.4
O=C(COC(=O)C1CCN(S(=O)(=O)c2cccs2)CC1)c1cc2ccccc2o1 | 0.2 | 4.6

A different layout for part of the listing above:
| smiles | S aureus QS inh | S aureus QS inh GFP MFI % |
| --- | --- | --- |
| COc1cccc(CNC(=O)CCNS(=O)(=O)c2cccs2)c1 | 0.5 | -1.3 |
| COc1ccc(N2CSC3=C(C#N)C(c4ccc(OC)c(OC)c4)CC(=O)N3C2)c(OC)c1 (configuration not stated) | 0.4 | -1.0 |
| COC(=O)c1c(C)oc(C)c(C(=O)OC)c1=O | -1.8 | 11.4 |
| COc1ccc(-c2nc3ncccn3c2Nc2ccc3c(c2)OCCO3)cc1 | -1.0 | -66.0 |

The list goes on.
SMILES | S aureus QS inh | S aureus QS inh GFP MFI %
COc1ccc(C(=O)CSc2nnc(-c3ccc(C)cc3)o2)cc1 | -0.1 | 8.0
Cc1ccc2[nH]c(=O)c(CN(CCCN3CCOCC3)C(=O)Nc3cccc(Cl)c3)cc2c1 | -0.2 | -15.0
O=C1NC(=O)C(c2ccccc2)(c2ccccc2)N1 | -2.0 | 4.7
CCCC(C)C(=O)Nc1ccc(C(N)=O)cc1 (configuration not stated) | 0.0 | 4.0
CCOC(=O)c1c(NC(=O)CSc2nc3c(c(=O)n(C)c(=O)n3C)n2C(C)C)sc(C)c1C | -0.1 | -3.0
O=C(NCCCN1CCCC1=O)c1ccc2c(c1)ncn2C1CCCCC1 | 3.0 | 10.1
Nc1nnc(SCc2cc3c(cc2Cl)OCO3)s1 | 2.1 | 8.0
O=C(NCCC1=CCCCC1)C1CCN(S(=O)(=O)c2cnc[nH]2)CC1 | 4.5 | 14.4
C[C@]12C=CC(=O)C=C1CC[C@H]1[C@@H]3C[C@@H](O)[C@](O)(C(=O)CO)[C@@]3(C)C[C@H](O)[C@@]12F | -1.5 | -3.1
Cc1ncc(CO)c2cc(C(N)=O)c(=Nc3ccccc3)oc12 | -1.6 | 13.8
O=C(CC1Oc2ccccc2NC1=O)NC1CC1 (configuration not stated) | -22.4 | -54.9
CCCCSCCCNC(=O)CS(=O)Cc1nc(-c2cccc(C)c2)oc1C (configuration not stated) | 0.3 | 2.5
CC(C)N(Cc1nc(-c2ccccc2)no1)C(=O)Cc1ccccc1 | -1.0 | -1.2
Cc1ccccc1-n1c(Cn2c(=O)sc3ccccc32)nnc1SCC(=O)NCC1CCCO1 (configuration not stated) | 9.9 | 4.3
Cc1sc2nc(SCC(=O)NCCO)n(C)c(=O)c2c1C | -0.3 | 0.6
CC1CCN(C(=O)C2CCN(S(=O)(=O)c3cnc[nH]3)CC2)CC1 | -7.2 | -8.7
Cn1c(Cn2c(=O)sc3ccccc32)nnc1SCC(=O)NCc1ccccc1 | -2.4 | -5.0
O=C(c1ccc(CS(=O)(=O)c2c(Cl)cccc2Cl)o1)N1CCN(c2ccccn2)CC1 | -5.6 | -24.6
CN(CC(=O)N1CCN(c2ccccc2)CC1)S(=O)(=O)c1cnc[nH]1 | -1.9 | -6.4
COc1cccc(-n2ccnc2SCC(=O)Nc2ccccc2)c1 | 0.9 | 5.3
CCc1ccc(C2CC(c3cccc(Cl)c3)n3nc(N)nc3N2)cc1 (configuration not stated) | -9.2 | -14.4
CN(C)CCCn1c(N)c(C#N)c2nc(C#N)c(C#N)nc21 | -1.0 | 1.8
O=C1c2ccccc2S(=O)(=O)N1Cc1nnc(-c2ccccc2Br)o1 | -0.2 | 3.7
COCCNC(=O)c1c(N)n(CCC2=CCCCC2)c2nc3ccccc3nc12 | -0.9 | -1.0
COc1ccc(CCc2nc(-c3ccc(-n4cccc4)cc3)no2)cc1 | -1.5 | -9.5
CCCCS(=O)(=O)NC1=NCN(CCOC(=O)c2ccccc2)CN1 | -0.2 | 2.6
COc1ccc(CCNC(=O)CSc2nnc(CNC(=O)c3ccccc3F)o2)cc1OC | 2.7 | 31.7
OC(COc1ccccc1)CN1C2=NCCCN2c2ccccc21 (configuration not stated) | 0.4 | 6.7
O=C(NCCCN1CCCCC1)C1CCC(=O)N1CCc1ccccc1 (configuration not stated) | -0.2 | 6.2
CC1/C(=N/O)C(CN(C)C)C2CC1C2(C)C (configuration not stated) | -3.6 | -14.7
CC(C)c1ccc(N(CC(=O)O)S(=O)(=O)c2cccnc2)cc1 | -1.2 | -1.9
COCCNC(=O)c1sc2ncn(CC(=O)N3CCCCC3)c(=O)c2c1C | 7.0 | 12.7
Cc1noc(C(=O)Nc2ccccc2C(F)(F)F)c1Cl | -0.9 | 2.8
COc1ccc(S(=O)(=O)N2CCCN(Cc3cccc(F)c3)CC2)cc1 | 1.3 | -18.6
Cc1ccc(C)n1CCN1CCN(CC(=O)Nc2ccc(S(N)(=O)=O)cc2)CC1 | -2.0 | -26.3
CCOC(=O)c1ccc2nc3c(cc2c1)CCS3 | -0.6 | -7.7
O=C1CCCN1CN(C(=O)c1ccc2c(c1)OCO2)c1cccc(Cl)c1 | -1.3 | -11.6
C=CCSc1n[nH]c(-c2ccc(OC)cc2)n1 | 0.0 | 4.5
CCN(C#N)c1nc(NC(C)C)nc(NC(C)C)n1 | -0.4 | 1.9
O=C(CSc1nc2ccccc2o1)Nc1ccccc1 | -0.2 | -6.0
CC1CCN(S(=O)(=O)c2cccc(C(=O)Nc3ccccn3)c2)CC1 | -0.4 | -2.8
O=S(=O)(NCc1cccnc1)c1cccc2nsnc12 | -1.2 | -4.9
CCOC(=O)C(CC)(CCC(=O)O)c1csc(N)n1 (configuration not stated) | -1.5 | 10.5
CC(=O)Nc1ccc(S(=O)(=O)NCC2CCC(C(=O)NCCC(C)C)CC2)cc1 (configuration not stated) | 4.1 | 17.9
COc1cccc(C2=NOC(C(=O)NC(C)C)C2)c1 (configuration not stated) | 1.8 | 24.3
O=C(CNS(=O)(=O)c1ccc(Br)s1)NCC1COc2ccccc2O1 (configuration not stated) | -4.5 | -28.4
Cc1nc2ccccc2c2oc(C(=O)Nc3ccc4c(c3)OCCO4)cc12 | 20.3 | 48.6
COc1cccc(-c2nn(C)c3sc(C(=O)N4CCN(c5ccccn5)CC4)cc23)c1 | 15.8 | 26.8
c1ccc(-c2nc(-n3ccnc3)nc(-n3ccnc3)n2)cc1 | 2.5 | 0.3
COc1ccc(OC)c(NC(=O)CNC(=O)Cn2cnc3ccccc3c2=O)c1 | -3.4 | -6.3
O=C(CN1c2cccc3cccc(c23)S1(=O)=O)N1CCOCC1 | 1.4 | 5.4
COc1ccc(CN2C(=O)[C@@H]3C(c4ccc(F)cc4)=NO[C@@H]3C2=O)cc1 | -5.7 | -20.7
CC(CN1CCN(C)CC1)OC(=O)c1ccc(Cl)cc1Cl (configuration not stated) | -0.2 | 3.0
Cc1ccc(S(=O)(=O)Cc2ccc(C(=O)NCCCN3CCCC3=O)o2)cc1 | -4.9 | -17.6
CS(=O)(=O)N1Cc2ccccc2CC1C(=O)Nc1ccccc1C(N)=O (configuration not stated) | -2.8 | -26.0
CC(=Nc1cccc(O)c1)c1sc2ccccc2c1O | 2.2 | 8.2
O=C1C2CCCN2C(c2cccc(F)c2)N1c1cccc(Cl)c1 (configuration not stated) | -0.7 | -1.1
COc1cc(NS(=O)(=O)c2ccc(N)cc2)nc(OC)n1 | 5.1 | 12.0
O=C(CCc1nc(-c2cccs2)no1)Nc1cnc2ccccc2c1 | -0.1 | 8.1
Cc1cc(NC(=O)c2cc3n(n2)C(C(F)(F)F)CC(c2ccco2)N3)no1 (configuration not stated) | -0.1 | -6.9

Next part:
SMILES | S aureus QS inh | S aureus QS inh GFP MFI %
CC(=O)N1CCC(Nc2ccc(C)cc2)CC1 | 12.9 | 29.3
O=C(O)CC(Cc1ccccc1)c1ccc2c(c1)OCO2 (configuration not stated) | -1.4 | -4.0
CCc1ccc(-c2nc(CSCC(=O)N3CCN(c4ncccn4)CC3)c(C)o2)cc1 | -1.9 | -4.6
Cc1cn([C@H]2C=C[C@@H](CO)O2)c(=O)[nH]c1=O | -1.7 | -0.5
O=C(Nc1ccc2c(c1)OCCO2)c1ccc(NC(=O)C2CCCO2)cc1 (configuration not stated) | -1.0 | -5.6
Cc1ccc(-n2ncc3c(N4CCN(c5ccccc5)CC4)ncnc32)c(C)c1 | 0.2 | 6.7
Cc1n[nH]c(C)c1S(=O)(=O)N1CCN(C(=O)c2ccco2)CC1 | 2.7 | 19.9
O=C(C1CCCN(S(=O)(=O)c2cnc[nH]2)C1)N1CC(=O)N(CCc2ccccc2)C(=O)C1 (configuration not stated) | -2.9 | -26.6
CCCCNC(=O)CSc1cc(=O)n(C)c2ccccc12 | 1.2 | 9.7
O=C(CC1Oc2ccccc2NC1=O)NCCCN1CCN(Cc2ccccc2)CC1 (configuration not stated) | -4.2 | -34.7
O=C(NCc1ccco1)c1c2c(nc3ccccc13)CCC2 | -0.5 | -13.7
Cc1ccccc1-c1nc(CS(=O)CC(=O)NCCN2CCN(Cc3ccccc3)CC2)c(C)o1 (configuration not stated) | -0.3 | 0.7
CCN(CC)CCCNC(=O)C1CCC(=O)N(c2ccc(OC)cc2)C1c1ccc(F)cc1 (configuration not stated) | -0.9 | -6.2
CCC(=O)Oc1ccc(C/C(=N\O)c2ccc(O)cc2O)o1 | -3.0 | -3.8
CC(=O)Nc1nc(C=C(Cl)Cl)cs1 | -0.4 | -1.2
COc1ccc(NC(=O)C2CCN(S(=O)(=O)c3cccc4cccnc34)CC2)cc1OC | -0.1 | 67.7
COc1ccc(OC)c(N2Cc3cc(C)c(C)cc3C2)c1 | -0.5 | 2.2
COC(=O)C1=C(C)C(c2cccs2)NC(=O)N1C (configuration not stated) | -0.4 | -1.0
CCOC(=O)NC(NCC(O)c1ccccc1)(C(F)(F)F)C(F)(F)F (configuration not stated) | -0.7 | 43.9
COc1ccc(OC)c(CN2C(=O)c3ccccc3C2C(=O)NCc2cccnc2)c1 (configuration not stated) | 2.7 | 18.6
Cn1c(=O)[nH]c(=O)c2c1nc(NCCCn1ccnc1)n2Cc1cccc(Br)c1 | -0.5 | -1.6
Cc1nc2sc(C(c3ccccc3)N3CCC(O)CC3)c(O)n2n1 (configuration not stated) | -0.5 | 1.7
NC(=O)CSc1nnc(Cn2c(=O)sc3ccccc32)n1CCc1ccccc1 | 0.0 | 13.9
O=C(CC1N=C2c3ccccc3N=C(SCc3ccccc3Cl)N2C1=O)NCc1ccco1 (configuration not stated) | 4.2 | 12.0
O=c1cc(-c2ccc(Cl)cc2)[nH][nH]1 | -0.3 | -9.1
Cc1cc2ncn(N)c2cc1C | -0.4 | 1.7
Cc1ccccc1Cn1ccc(NC(=O)c2onc(C)c2Cl)n1 | -0.5 | -5.1
CCn1cc(C(=O)N2CCN(c3ccccn3)CC2)c2cc(OC)c(OC)cc2c1=O | -0.9 | -0.9
C=CCOc1ccc(C2/C(=C(\O)c3c(C)[nH]c(C(=O)OC)c3C)C(=O)C(=O)N2CCN(C)C)cc1 (configuration not stated) | -1.6 | 12.6
CCCCCCn1c(CN2CCC(C)CC2)nc2c1c(=O)n(C)c(=O)n2C | -2.4 | -5.0
